Screening data deposited in PubChem BioAssay by The Scripps Research Institute Molecular Screening Center.
TbREL1 inh = TbREL1 inhibition, primary screen. P86926. TbREL1 RNA ligation, FRET fluorescence. inhibition, % at 9.66 µM. actives 0.49% (n = 89,000);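 active = inhibition above the mean inhibition across all screened compounds plus 3 SD, cut at about 11% in these data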;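 also: 0% = plate median of test wells and 100% = NSC42067 control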
Target sequence (P86926 whole entry, looked up): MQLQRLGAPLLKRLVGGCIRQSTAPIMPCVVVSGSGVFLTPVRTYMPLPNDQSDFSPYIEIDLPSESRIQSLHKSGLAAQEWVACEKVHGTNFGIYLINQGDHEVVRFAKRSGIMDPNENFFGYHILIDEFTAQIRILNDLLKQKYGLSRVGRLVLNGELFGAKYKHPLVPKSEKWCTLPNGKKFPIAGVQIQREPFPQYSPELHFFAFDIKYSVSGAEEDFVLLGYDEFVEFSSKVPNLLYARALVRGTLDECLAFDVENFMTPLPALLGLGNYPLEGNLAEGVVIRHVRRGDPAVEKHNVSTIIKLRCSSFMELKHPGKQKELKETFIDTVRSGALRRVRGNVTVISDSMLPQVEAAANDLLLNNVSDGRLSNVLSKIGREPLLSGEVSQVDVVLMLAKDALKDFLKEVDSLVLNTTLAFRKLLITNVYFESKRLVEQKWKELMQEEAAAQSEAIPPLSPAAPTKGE
Numbers without * were called inactive; & = joins results of further samples. Some of the compounds tested. The share of hits here may be higher or lower than overall.

TbREL1 inh | canonical_smiles
1 | Cc1ccc(-c2nnc(NC(=O)COc3ccc(F)cc3Cl)o2)cc1C
-3 | CC(C)(C)[C@H]1COC(=O)[C@@H](NC(=O)OCC2c3ccccc3-c3ccccc32)C/C=C\C[C@@H](CC(=O)N[C@@H](CO)Cc2ccccc2)C(=O)N1
3 | O=C(CN(c1ccc(F)cc1)S(=O)(=O)c1ccccc1)Nc1ccccc1C(=O)O
3 | CCN=C1SC(CC(=O)NC2CCCCC2)C(=O)N1CC (stereo not given)
1 | C[C@@H]1CN([C@@H](C)CO)C(=O)Cc2cc(NC(=O)Nc3cccc4ccccc34)ccc2O[C@@H]1CN(C)Cc1ccc(C(F)(F)F)cc1
1 | Clc1ccc(Cc2nnc(-c3cccs3)o2)cc1
-3 | C[C@H](NC(=O)[C@H]1N2C(=O)c3ccccc3C2SC1(C)C)C(=O)NCc1ccncc1 (stereo not given in full)
6 | COc1ccc(C(=O)Nc2nc3nc(-c4ccccc4)cc(=O)n3[nH]2)cc1
-2 | O=C(COC(=O)CCC(=O)c1ccc(F)cc1)Nc1ccc2[nH]c(=O)[nH]c2c1
-1 | COC(=O)C1=C(C(=O)OC)[C@@H]2N(C)c3ccccc3[C@@]23C[C@@H](CO)N(C(=O)NCCBr)C3=N1
-3 | Cc1noc(NS(=O)(=O)c2ccc(NC(=O)CCCOc3ccc(Cl)cc3Cl)cc2)c1C
6 | O=C1C=C(c2ccc(-c3ccccc3)cc2)C[C@@H](c2ccc(Cl)cc2)C1
2 | CCC(C)[C@H]1CNCCN1CCc1cccc(F)c1 (stereo not given in full)
0 | O=C(Nc1nnc(SCc2cccnc2)s1)C1CC(=O)N(c2ccccc2)C1 (stereo not given)
0 | Cc1cccc(OCC(=O)N/N=C/c2cccn2C)c1
4 | CCn1ncc(C2=NOC(C(=O)NCCc3ccccc3)C2)c1C (stereo not given)
4 | CC1CCCC(C)N1C(=O)CN1C(=O)C(C)(C)Oc2ccc(C(=O)NC3CCCC3)cc21 (stereo not given)
0 | Cc1ccc(/C=N/NC(=O)c2ccncc2)s1
0 | NC(=O)CSc1nnc(Cn2cnc3ccccc32)o1
-3 | CC(OC(=O)CCc1cc(C(C)(C)C)c(O)c(C(C)(C)C)c1)C(=O)NC1CC1 (stereo not given)
3 | CN(CC(=O)NCc1ccc2c(c1)OCO2)S(=O)(=O)c1ccc(Br)s1
-1 | Cc1ccc(-c2cc(C(=O)NN=Cc3ccc(-c4ccccc4)cc3)[nH]n2)cc1C
3 | Cc1ccc(-c2ccc(C(=O)Nc3ccccc3)o2)c2ccccc12
-2 | CC(C)(C)S(=O)N1Cc2cc(CO)ccc2[C@@H]1CCO (stereo not given in full)
-6 | COCCNC(=S)N/N=C(\C)c1cccc(OC)c1
3 | Cc1cccc(NC(=O)Cn2nnc(C(=O)Nc3ccc(F)c(Cl)c3)c2N)c1
-7 | S=C(NCCc1ccccc1)NCCc1ccccc1
0 | C=CCN1C(=O)S/C(=C/c2ccc(Sc3nc4ccccc4[nH]3)o2)C1=O
0 | COC(=O)CNC(=O)CSc1nnc(-c2ccc(OC)cc2)n1CC(C)C
0 | CCS(=O)(=O)c1nn2c(N)c(/C=C3/C=CC(=O)C(OC)=C3)c(=O)nc2s1
0 | CCc1ccccc1NC(=O)c1cc(C)nn1-c1ccccc1
4 | Cc1ccc(S(=O)(=O)Nc2cccc(C(=O)NCc3ccccn3)c2)cc1F
1 | CN(C)C(=O)c1ccc(NC(=O)CSc2nnc(-c3ccc4c(c3)OCO4)o2)cc1
12* | CCOc1cc(NC(=O)CCl)c(OCC)cc1NC(=O)CCl
0 | NS(=O)(=O)c1ccc(CCN2C(=O)/C(=C\c3ccc(Cl)cc3)SC2=S)cc1
-1 | CCNC(=O)C1(C)CCN(C(=O)c2ccc(OC)cc2)C1 (stereo not given)
0 | Cc1ccc(C)c(Oc2cc(NC(=O)CCCn3nc(C)c([N+](=O)[O-])c3C)cc([N+](=O)[O-])c2)c1
-2 | CCCOc1ccc(C(=O)c2ccccc2C(=O)OC2CCOC2=O)cc1OCCC (stereo not given)
-2 | Cc1cc(C)n2nc(C(=O)Nc3ccc(S(=O)(=O)N(C)C)cc3)nc2n1
-10 | COc1cccc(C2C3=C(CC(C)(C)CC3=O)Nc3cc(OC)c(OC)cc32)c1 (stereo not given)
-1 | COc1ccc(OC)c(S(=O)(=O)N2CCCC(C(=O)NC3CC3)C2)c1 (stereo not given)
1 | COc1cccc(C(=O)N2CCN(C(=O)Cc3ccccc3)CC2)c1
-8 | Cc1ccc(C2C3=C(CC(C)(C)CC3=O)Nc3[nH]c(=S)[nH]c(=O)c32)cc1 (stereo not given)
-2 | COc1ccc(S(=O)(=O)NCCC(=O)N2CCCC2)cc1N(C)S(C)(=O)=O
3 | COc1cccc(-c2sc3ccc(OC)cc3c2-c2ccc(OCCN3CCOCC3)cc2)c1
-1 | Oc1ccc2ccccc2c1/C=N/n1cnnc1
5 | COC(CNC(=O)c1cn(C)c2ccc(S(=O)(=O)N(C)C3CCCCC3)cc2c1=O)OC
1 | N#Cc1ccccc1S(=O)(=O)N1CCN(C(=O)CN2CCCC2c2cccs2)CC1 (stereo not given)
1 | Cc1cc(C(=O)NN=Cc2ccccc2C(=O)O)n[nH]1
4 | CCC(CC)C(=O)NN(C(=O)c1ccncc1)C1CC(=O)N(c2ccccc2)C1=O (stereo not given)
-1 | O=C(NCc1ccc(F)cc1)c1cc(S(=O)(=O)N2CCCCC2)ccc1Cl
4 | Cc1cccnc1NC(=O)c1c(O)c2ccccc2n(C)c1=O
0 | c1ccc(-n2ncc3c2ncn2nc(CSc4nc5ccccc5s4)nc32)cc1
-4 | C=CCOC(=O)Cn1cnc2c(sc3nc(C)cc(C)c32)c1=O
0 | CCCC(=O)Nc1ccc(C(=O)NCc2ccccc2Cl)cc1
-2 | O=C(Nn1c(O)c(C=C2N=c3ccccc3=N2)sc1=S)c1cccc(Cl)c1
7 | CCCCN(C)C(=O)c1oc(=O)c2ccccc2c1-c1ccc(C)cc1
2 | Cn1c(=O)c2sccc2n2c(CCCC(=O)NCc3ccc(F)cc3)nnc12
1 | CCc1ccccc1N(CC(=O)Nc1cccnc1)S(=O)(=O)c1ccccc1
-3 | COC(=O)c1nc(-c2ccccc2)oc1N(C)C

Three compounds out of the list above, ordered by the value under TbREL1 inh, ascending.
TbREL1 inh | canonical_smiles
-8 | Cc1ccc(C2C3=C(CC(C)(C)CC3=O)Nc3[nH]c(=S)[nH]c(=O)c32)cc1 (stereo not given)
-2 | COc1ccc(S(=O)(=O)NCCC(=O)N2CCCC2)cc1N(C)S(C)(=O)=O
1 | CN(C)C(=O)c1ccc(NC(=O)CSc2nnc(-c3ccc4c(c3)OCO4)o2)cc1

Next compounds follow.
TbREL1 inh | canonical_smiles
2 | O=C(NC1CCCCC1)C(C1CC1)N1CCc2ccccc2C1 (stereo not given)
0 | CS(=O)(=O)c1cccc(C(=O)Nc2ccccc2Cc2ccccc2)c1
0 | COC(=O)COc1ccc2c(=O)c(Oc3ccccc3)c(C)oc2c1
0 | CCOc1nc(NC(C)C)nc(NC(C)C)n1
1 | CCCCOc1ccccc1NC(=O)CSc1nnnn1C(C)(C)C
-3 | CCOC(=O)N1CCN(C(=O)C[C@H]2C[C@@]3(C(=O)OC)C(=C[C@H](C(C)C)O[C@@H]3C3CC3)N(Cc3ccc(Cl)cc3Cl)C2=O)CC1
4 | COc1ccc(CNC(=O)C(=O)NC2CCC(C)CC2)cc1 (stereo not given)
-1 | COc1cc(NC(=O)c2cccc([N+](=O)[O-])c2C)ccc1NC(=O)c1ccco1
-3 | CN1c2ccsc2C(O)=C(C(=S)Nc2ccc(F)c(Cl)c2)S1(=O)=O
-2 | Cc1c(NS(=O)(=O)c2cc(C(=O)OCC(=O)N3CCC(C)CC3)ccc2Cl)c(=O)n(-c2ccccc2)n1C
-1 | COc1ccc(NC(=O)CSc2nnc(C3CC3)n2C)cc1S(=O)(=O)N1CCOCC1
0 | COc1ccc(CC(=O)N2CCN=C2SCc2cccc([N+](=O)[O-])c2)cc1
0 | O=C(CSc1ccccc1C(=O)O)NC1CCCCCCC1
-3 | COc1ccccc1NC(=O)COC(=O)CCc1ccc(S(=O)(=O)N2CCOCC2)cc1
4 | Cc1noc(C)c1C(=O)OCC(=O)N1CCc2ccccc21
6 | Cc1ccc(C)c(NC(=O)C2CCCN2S(=O)(=O)c2cccnc2)c1 (stereo not given)
2 | COc1ccc(-c2csc(N(CCc3ccc(OC)c(OC)c3)C(=O)COc3ccccc3)n2)cc1
-2 | CC(Oc1ccc(C(C)(C)C)cc1)c1ccnc2nc(/N=C/N(C)C)nn12 (stereo not given)
-3 | CNC(=O)c1cc(NC(=O)CCn2nc(-c3ccc(C)cc3)c3ccccc3c2=O)ccc1OC
-4 | Cc1ccc(N(Cc2ccccc2F)S(C)(=O)=O)c(C)c1
-5 | O=C1CSC(c2cn(-c3ccccc3)nc2-c2cc3ccccc3oc2=O)N1Cc1ccco1 (stereo not given)
-1 | Cc1cc(C)n2nc(S(=O)(=O)NC3CCCCC3)nc2n1
3 | CN(C)CCN(C(=O)c1ccc2c(c1)OCCO2)c1nc2c(Cl)cccc2s1
-3 | COc1ccc(NC(=O)c2nnn(Cc3ccc(SC)cc3)c2N)c(OC)c1
2 | COC(=O)C(C(=O)OC)=C(/C=C/N(C)C)N(C)C
2 | Cc1ccc(C(=O)/C=C2\NCCNC2=O)cc1
2 | O=C(NN/C(=N/S(=O)(=O)c1ccc(Cl)cc1)c1ccccc1)c1ccc(O)cc1
-4 | O=C(CC1C(=O)N(Cc2ccccc2)C(=S)N1CCN1CCOCC1)Nc1ccc(F)cc1 (stereo not given)
0 | Cc1ccc2nc(NCc3ccccc3)c(C#N)cc2c1
0 | Cc1ccc(-n2nnnc2SCC(=O)NC(C(=O)O)(c2ccccc2)c2ccccc2)cc1C

Fetched by structure from the list above, 2 records:
TbREL1 inh | canonical_smiles
-1 | COc1ccc(NC(=O)CSc2nnc(C3CC3)n2C)cc1S(=O)(=O)N1CCOCC1
-3 | COc1ccc(NC(=O)c2nnn(Cc3ccc(SC)cc3)c2N)c(OC)c1

Arranged by length of the SMILES (largest number first): part of the list above.
TbREL1 inh | canonical_smiles
0 | CS(=O)(=O)c1cccc(C(=O)Nc2ccccc2Cc2ccccc2)c1
0 | COC(=O)COc1ccc2c(=O)c(Oc3ccccc3)c(C)oc2c1
4 | Cc1noc(C)c1C(=O)OCC(=O)N1CCc2ccccc21

The list continues:
TbREL1 inh | canonical_smiles
-3 | COc1ccccc1CNC(=O)C1CC2Cn3c(nc4cc(Cl)c(Cl)cc43)C2N1C (stereo not given)
-3 | CS(=O)(=O)c1ccc(NC(=O)c2cccc(-n3cnnn3)c2)cc1
-2 | C=CCn1cnc2c(c1=O)c1nc3ccccc3nc1n2/N=C/c1cccc(OC)c1
-1 | Cc1ccc(CN2C(=O)C(CC(C)C)Nc3ncnc(N4CCN(c5ccccn5)CC4)c32)cc1 (stereo not given)
5 | c1ccc(-c2ccc(-c3nc(-c4ccncc4)no3)cc2)cc1
0 | C=CCn1cc(C(=O)OCC)c(=O)c2ccc(F)cc21
8 | COC(=O)c1nnn(CC(=O)NC(=O)Nc2cccc(Cl)c2C)c1C(=O)OC
-1 | CC(=O)Nc1ccc(OS(=O)(=O)c2ccc(Cl)cc2)cc1
2 | COc1ccc2c(c1)C=C(C(=O)OCc1cccnc1)CO2
-2 | O=C(COC(=O)c1ccc(Sc2ncn[nH]2)c([N+](=O)[O-])c1)Nc1ccc(Cl)c(Cl)c1
0 | Cc1cc(NS(=O)(=O)c2ccc(NC(=O)C3CCCCC3)cc2)no1
1 | O=C1CN(C(=O)COc2ccccc2F)c2ccccc2N1
-4 | C=CCNc1nc2c(c(=O)n(C)c(=O)n2C)n1CC(=C)C
0 | CC(=O)N(C1=C(N)C(=O)c2ccccc2C1=O)C(C)C
-2 | Cc1cccc(OCC(=O)NCC(c2cccs2)N2CCOCC2)c1 (stereo not given)
0 | CC(C)(C)n1nc2c(c1NC(=O)Cc1ccc(Cl)cc1)CS(=O)(=O)C2
-2 | O=C(Cn1nnc2ccccc21)Nc1ccc([N+](=O)[O-])cc1
-3 | CC(=O)NC1=NC(=O)C(C)S1 (stereo not given)
-3 | COc1ccccc1CNC(=O)c1ccc2c(=O)n(CC3CCCO3)c(=S)[nH]c2c1 (stereo not given)
0 | O=c1c(Cl)c(N2CCNCC2)cnn1C12CC3CC(CC(C3)C1)C2
1 | COc1ccc(/C=C(\NC(=O)c2ccccc2)C(=O)NCCN2CCOCC2)cc1
1 | CCOC(=O)c1c(-c2ccccc2)csc1NC(=O)c1cccc(N2C(=O)CCC2=O)c1
-4 | COC(=O)[C@H](Cc1ccccc1)NC(=O)NCCC1=CCCCC1
-4 | Cc1cc(F)ccc1NCc1ccccc1[N+](=O)[O-]
0 | Nn1c(SCc2ccccc2F)nnc1-c1ccncc1
3 | COc1ccc(/C=C(/NC(=O)c2ccco2)C(=O)Nc2ccc(C(=O)O)cc2)cc1
1 | O=C(Nc1nccs1)C1CCN(S(=O)(=O)c2cnc[nH]2)CC1
5 | O=C(/C=C/[C@H]1O[C@@H](n2ccc(=O)[nH]c2=O)[C@H](O)[C@@H]1O)N[C@@H](Cc1ccccc1)C(=O)O
1 | O=C(c1ccc2c(c1)OCO2)N1CCN(CCN2C(=O)c3cccc4cccc(c34)C2=O)CC1
3 | O=C(O)CCC(=O)Nc1cccc(C(=O)Nc2cccc(Cl)c2)c1

A different layout for some results above:
structure	TbREL1 inh
C=CCn1cc(C(=O)OCC)c(=O)c2ccc(F)cc21	0
COC(=O)c1nnn(CC(=O)NC(=O)Nc2cccc(Cl)c2C)c1C(=O)OC	8
CC(=O)Nc1ccc(OS(=O)(=O)c2ccc(Cl)cc2)cc1	-1

The results go on:
TbREL1 inh | canonical_smiles
1 | O=c1ccn([C@@H]2O[C@H](CNS(=O)(=O)c3csc(-c4ccno4)c3)[C@@H](O)[C@H]2O)c(=O)[nH]1
-4 | Cc1ccc(Cn2nnnc2CN2CCC(c3nc4ccc(Cl)cc4[nH]3)CC2)cc1
-1 | CCN(CC)S(=O)(=O)c1ccc(C)c(NC(=O)COc2ccc(Br)cc2Cl)c1
-3&-7 | CCOC(=O)c1[nH]c(C)c(CCC(=O)O)c1C
-1 | CCn1nc(C)cc1C(=O)N1CCCC(N2CCN(c3ccccc3OC)CC2)C1 (stereo not given)
